Screens: PubChem, several laboratories
OPRM1-OPRD1 ag: OPRM1-OPRD1 heterodimerization agonism. cells, luminescence. P35372+P41143. activation, % at 9.3 µM. 340,000 compounds, 0.3% hits. AID 504326; in the data active = activation above about 18%;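 note: 0% = vehicle-treated cells and 100% = reference agonist; values of inactives mirror those of a sister screen read the other way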
Keap1-Nrf2 PPI: disrupts human Keap1 binding to Nrf2 peptide; Keap1 Kelch-Nrf2 peptide fluorescence polarization, 1536-well; Q14145; inhibition, % at 9.4 µM; AID 504523; 340,000 compounds, 0.15% hits; in the data active = inhibition above about 12%;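 note: human Keap1 Kelch domain with fluorescein labeled Nrf2 9mer peptide probe; 0% = neutral control wells and 100% = peptide positive control; higher means more block of Keap1 binding to Nrf2 peptide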
Target sequence (Q14145 whole entry, looked up, the tested form may be a part): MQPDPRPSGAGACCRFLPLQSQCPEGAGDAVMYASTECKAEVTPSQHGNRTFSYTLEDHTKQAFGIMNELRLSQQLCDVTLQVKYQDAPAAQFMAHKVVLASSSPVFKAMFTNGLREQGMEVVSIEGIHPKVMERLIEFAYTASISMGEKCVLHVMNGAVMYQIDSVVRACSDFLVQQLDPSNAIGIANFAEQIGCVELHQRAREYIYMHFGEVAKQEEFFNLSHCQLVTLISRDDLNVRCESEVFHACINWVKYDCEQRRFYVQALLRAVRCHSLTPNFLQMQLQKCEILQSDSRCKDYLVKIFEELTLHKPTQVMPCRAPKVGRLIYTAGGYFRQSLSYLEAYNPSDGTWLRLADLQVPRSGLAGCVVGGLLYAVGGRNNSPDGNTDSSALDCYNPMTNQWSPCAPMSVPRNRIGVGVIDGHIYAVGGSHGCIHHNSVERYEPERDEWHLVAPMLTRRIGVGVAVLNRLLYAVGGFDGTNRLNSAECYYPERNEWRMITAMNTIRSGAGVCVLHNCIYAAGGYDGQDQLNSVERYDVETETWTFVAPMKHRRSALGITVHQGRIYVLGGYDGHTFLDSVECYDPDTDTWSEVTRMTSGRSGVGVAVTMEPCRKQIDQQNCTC
HTR5A inv ctr: inverse agonist of human HTR5A in OPRM1-OPRD1 counter-screen. AID 504634. 340,000 compounds, 0.083% hits. HTR5A cell line, luminescence, inverse agonism. inhibition, % at 9.3 µM; in the data active = inhibition mostly above about 23%, no sharp cut-off; inactive = mostly below about 18%;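 note: 0% = cells with DMSO and 100% = no-cell wells with DMSO; some compounds called inactive have numbers as strong as hits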
Target sequence (P47898 whole entry, looked up): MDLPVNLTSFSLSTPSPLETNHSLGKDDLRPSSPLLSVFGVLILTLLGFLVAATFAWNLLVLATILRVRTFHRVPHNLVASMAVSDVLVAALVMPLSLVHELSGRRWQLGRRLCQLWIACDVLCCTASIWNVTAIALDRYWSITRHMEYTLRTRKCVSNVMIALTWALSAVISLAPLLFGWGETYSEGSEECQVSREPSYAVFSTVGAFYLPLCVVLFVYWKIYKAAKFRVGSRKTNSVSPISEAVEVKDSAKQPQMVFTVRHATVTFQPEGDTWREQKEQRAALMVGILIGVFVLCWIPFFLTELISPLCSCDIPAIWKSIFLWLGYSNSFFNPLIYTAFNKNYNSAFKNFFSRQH
cardiac RTF act: cardiac RTF calcium sensitization | IANBD-labeled TnC RTF fluorescence at EC20 calcium; 0% EC20 calcium, 100% full calcium | 340,000 compounds, 0.24% hits | P19429+P45379 | activation, % at 7.2 µM;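 active = activation above the mean over all tested compounds plus 3 SD, cut at about 30% in these data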;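 note: rise in fluorescence read as greater calcium sensitivity of cardiac thin filaments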
V-ATPase pH: regulators of yeast V-ATPase proton transport; S. cerevisiae, pHLuorin cytosolic pH fluorescence; response, % at 10 µM; 350,000 compounds, 0.37% hits; in the data active = response mostly above about 7.3%, no sharp cut-off; inactive = mostly below about 5.4%; note: actives read high; inactives centre near 0; some compounds called inactive have numbers as strong as hits; reference of the scale not given here
OPRM1-OPRD1 inv: inverse agonist of human OPRM1-OPRD1 heterodimerization. P35372+P41143. cell-based MOR-DOR heterodimer luminescence, inverse agonism. inhibition, % at 9.3 µM. 340,000 compounds, 0.21% hits. AID 504357; in the data active = inhibition above about 22%, passing the limit was not always enough;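 note: 0% = cells with DMSO and 100% = wells without cells with DMSO; values of inactives mirror those of a sister screen read the other way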
RTF Ca sens inh: cardiac RTF calcium desensitization; P19429+P45379; IANBD-labeled cardiac RTF, Ca2+ fluorescence; inhibition, % at 7.15 µM; 340,000 compounds, 0.12% hits; AID 493244;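 active = inhibition above the mean inhibition of all tested compounds plus 3 SD, cut at about 17% in these data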;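 note: assay run at fixed EC70 calcium of 1.6 mM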
HTR5A ag ctr: HTR5A agonism, opioid heterodimer counter-screen; P47898; HTR5A agonist assay, luminescence, cell-based; activation, % at 9.3 µM; 340,000 compounds, 0.61% hits; in the data active = activation mostly above about 9.5%, no sharp cut-off; inactive = mostly below about 7.6%;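 note: 0% = cells with vehicle only and 100% = reference agonist; strong numbers were not always called active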
CAL-PDZ inh HTS: blocks peptide binding to the human CAL PDZ domain | AID 602252 | 300,000 compounds, 0.92% hits | inhibition, % at 24.9 µM | Q9HD26 | purified CAL PDZ, TMR-peptide fluorescence polarization, 1 h;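 active = mean inhibition of at least 30% with at least half of replicates also reaching 30%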;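 note: 0% = DMSO neutral control and 100% = excess unlabeled competitor peptide PRC23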
C-LANA FP: KSHV C-LANA DNA binding inhibition; inhibition, % at 9 µM; AID 504423; MBP-C-LANA/FAM-LBS DNA binding, fluorescence polarization; 340,000 compounds, 0.078% hits;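 active = highest replicate inhibition at or above 60% at 9 µM, even if other replicates fall short; inactive = all replicates below 60% inhibition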;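 note: 0% = neutral control wells and 100% = 4 µM acridine orange control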
An asterisk follows results filed as active; . = no result given.

SMILES | OPRM1-OPRD1 ag | Keap1-Nrf2 PPI | HTR5A inv ctr | cardiac RTF act | V-ATPase pH | OPRM1-OPRD1 inv | RTF Ca sens inh | HTR5A ag ctr | CAL-PDZ inh HTS | C-LANA FP
Clc1cccc2c1CCN(Cc1nc(-c3cnccn3)no1)C2 | -0.8 | -7 | 1 | 0 | -2 | 4 | -5 | -1 | 56* | -0.3
CC1CCN(S(=O)(=O)c2ccc3[nH]c(=O)ccc3c2)CC1 | -1.4 | 1 | 7 | 8 | 3 | 7 | 2 | -2 | . | -0.6
COCCn1c(CN2CC(C)CC(C)C2)nc2c1c(=O)n(C)c(=O)n2C (stereo unspecified) | -0.7 | -1 | -3 | -4 | -3 | 4 | -12 | 1 | . | 0.4
O=C(CN1CCN(S(=O)(=O)c2cc(Cl)ccc2Cl)CC1)Nc1ccc2c(c1)OCCO2 | -3.9 | 2 | 11 | -2 | -2 | 18 | 0 | 2 | 2 | 0.1
O=C(Nc1ccc(Br)cc1)c1cccc(S(=O)(=O)Nc2ccccn2)c1 | -1.4 | 1 | -19 | -3 | 4 | 7 | -4 | 4 | -6 | 0.4
Cc1ncc([N+](=O)[O-])n1CCOC(=O)Nc1ccc([N+](=O)[O-])cc1 | -1.3 | 0 | -5 | -8 | 0 | 9 | -11 | 2 | 0 | -0.2
N#Cc1cn(Cc2ccncc2)c(=O)[nH]c1=O | -0.4 | 6 | -5 | -2 | -2 | 2 | -1 | 11 | -6 | 1.4
Cc1ccc(S(=O)(=O)N2CCC(C(=O)N[C@@H](C)C(=O)Nc3ccc4c(c3)OCO4)CC2)cc1 | 0.6 | -2 | 1 | -1 | -5 | -3 | -6 | 3 | 8 | -2.1
CCC(CCNC(=O)c1ccccc1)(CCNC(=O)c1ccccc1)[N+](=O)[O-] | -0.9 | 0 | -14 | -8 | 4 | 5 | -7 | 4 | -4 | 0.9
Cc1ccc(S(=O)(=O)N2CCN(C(=O)c3c(-c4ccccc4)noc3C)CC2)c(C)c1 | 1.0 | 2 | -16 | -1 | -3 | -9 | -9 | 5 | 0 | -0.5
O=C(Cn1nc(-c2ccc(Cl)cc2)ccc1=O)NCCCN1CCN(Cc2ccccc2)CC1 | -3.2 | -1 | -8 | -4 | 4 | 17 | 3 | 2 | -3 | 0.3
COc1ccc(OC)c(NC(=O)C2CCN(c3ncccn3)CC2)c1 | -0.4 | -1 | 18 | 5 | 3 | 2 | -7 | 1 | -7 | 0.6
Cc1ccc2[nH]c(O)c(N=Nc3nc4ccccc4s3)c2c1 | 2.8 | -10 | 21 | -1 | 4 | -14 | -2 | 0 | 4 | -0.7
Cc1nnsc1C(=O)N/N=C/c1cccc(C(F)(F)F)c1 | 3.5 | 0 | -10 | 7 | 3 | -17 | -7 | 1 | -4 | -1.2
COC(=O)C1=C(Nc2ccccc2NS(=O)(=O)c2ccc(C(F)(F)F)cc2Cl)CSC1 | -1.8 | -3 | 9 | -2 | 0 | 9 | -7 | -1 | -4 | -0.7
Cc1cccc(NCc2n[nH]c(=S)n2-c2ccccc2)c1 | 1.9 | -9 | 0 | -1 | -1 | -14 | -4 | 0 | 4 | 0.7
COc1ccc(/C=N/NC(=O)C2(O)c3ccccc3-c3ccccc32)cc1 | -2.7 | -2 | 19 | 6 | -5 | 14 | 2 | -5 | -4 | -1.1
c1ccc(Cn2nnc3c(NCC4CCCO4)ncnc32)cc1 (stereo unspecified) | -1.5 | 0 | -3 | 0 | -3 | 8 | -4 | 3 | . | 1.0
CC(C)NC(=O)NC(=O)CN1C(=O)NC(Cc2c[nH]c3ccccc23)C1=O (stereo unspecified) | -1.2 | -3 | 0 | -2 | -3 | 7 | -5 | 0 | -4 | 0.6
CC(C)C(=O)Nc1ccc(O)c(-c2csc(N)n2)c1 | -0.5 | 0 | 0 | -1 | -2 | 2 | 3 | 3 | 0 | 0.9
Cc1cc(C)n(-c2cc(N3CCN(C(=O)c4cccc(F)c4)CC3)ccc2[N+](=O)[O-])n1 | -2.2 | 8 | -12 | 1 | -1 | 12 | -5 | 1 | -4 | 0.1
N#C/C(=C\C=C\c1ccccc1[N+](=O)[O-])C(=O)NCc1ccccc1 | 2.2 | 2 | 1 | 3 | 5 | -14 | 2 | -2 | -2 | -2.3
CN(CC1COc2ccccc2O1)C(=O)c1ccc(Cl)c(S(=O)(=O)N2CCCCCC2)c1 (stereo unspecified) | 2.1 | -2 | -37 | 3 | -1 | -9 | -10 | 13 | -3 | -3.3
COc1ccc(CCNS(=O)(=O)c2csc(C(N)=O)c2)cc1OC | -1.4 | -6 | -10 | -2 | -1 | 7 | 2 | 1 | 12 | -0.1
C=C(C)CNC(=S)N/N=C/c1ccc(N2CCOCC2)cc1 | 1.9 | -3 | -6 | -6 | . | -14 | -6 | 1 | -1 | 0.6
SMILES | OPRM1-OPRD1 ag | Keap1-Nrf2 PPI | HTR5A inv ctr | cardiac RTF act | V-ATPase pH | OPRM1-OPRD1 inv | RTF Ca sens inh | HTR5A ag ctr | CAL-PDZ inh HTS | C-LANA FP
Cc1ccc(C)c(C(=O)COC(=O)CN2C(=O)C3C4C=CC(C4)C3C2=O)c1 (stereo unspecified) | 1.1 | 2 | -7 | -1 | -6 | -6 | -14 | 11 | 1 | -1.1
Cc1ccc(S(=O)(=O)N(C)C)cc1NC(=O)COC(=O)CSc1ccccc1 | -1.8 | 3 | -24 | -3 | 1 | 10 | -4 | 4 | -4 | -0.1
CC(=O)N1[C@H](Cc2ccccc2)C=C[C@]1(C)C(=O)NCCc1c[nH]c2ccccc12 | -2.6 | -1 | 3 | 2 | 0 | 15 | -4 | -1 | -3 | 0.0
COc1ccc(NC(=O)CSc2nnc(-c3ccccc3Cl)n2Cc2ccco2)c(OC)c1 | -1.9 | 2 | -12 | 2 | 0 | 8 | -8 | -5 | 6 | -0.7
CCOC(=O)c1sc(=S)sc1SCc1cccc(C(F)(F)F)c1 | -1.9 | -5 | -11 | -4 | -1 | 11 | -25 | -4 | -5 | 3.9
CC1CCN(S(=O)(=O)c2cn(CC(=O)Nc3ccc(OC(F)(F)F)cc3)cn2)CC1 | -0.8 | -2 | 0 | 7 | 1 | 4 | 0 | 1 | -4 | 0.4
Cc1ccsc1/C=C(\C#N)C(=O)NCCCN1CCOCC1 | -0.1 | -3 | -27 | 1 | 0 | 0 | -7 | -5 | 2 | -1.8
CCC(C(=O)Nc1ccc(C(C)C)cc1)c1ccccc1 (stereo unspecified) | 7.1 | -3 | -2 | -6 | 2 | -46 | -4 | 1 | -3 | -0.2
O=C(Oc1cncc(Cl)c1)c1ccco1 | -2.7 | -1 | -13 | 3 | -2 | 17 | 1 | -2 | 0 | -0.8
O=C(CN1CCCCCCC1)Nc1cc(Cl)cc(Cl)c1 | 6.5 | 0 | -9 | 8 | 4 | -36 | -4 | 3 | -3 | 1.5
O=C(N/N=C/c1ccco1)c1ccc(NC(=O)C2CC2)cc1 | -2.5 | -1 | 5 | 2 | -3 | 13 | 0 | -2 | 6 | -1.3
O=C(O)/C(=C\c1ccccc1OC(F)F)Sc1nnc(-c2ccc(F)cc2)o1 | -3.3 | 0 | 2 | -6 | -3 | 17 | 7 | -1 | . | 1.1
CCOC(=O)C(Cc1cc(N)c(Oc2ccc(OC)cc2)c(N)c1)NC(C)=O (stereo unspecified) | -0.9 | -2 | 6 | -6 | -2 | 5 | -1 | -2 | -4 | -2.3
Cc1ccc(/C=N/NC(=O)c2ccccn2)s1 | 0.7 | -9 | -6 | -6 | 0 | -5 | -16 | -1 | -1 | 0.0
Cc1ccc(C(=O)OCC(=O)NCCc2ccccc2)cc1C | -0.8 | 2 | -12 | -1 | 0 | 3 | -11 | 5 | -3 | 0.8
CCOC(=O)C1=C(O)C(=O)N(C2CCCCC2)C1 | -2.7 | -5 | -21 | 4 | 6 | 13 | 0 | -4 | -10 | -3.0
COc1ccc(CNCCCC(=O)Nc2c(Cl)ccc(C)c2Cl)cc1OC | 0.4 | 2 | -4 | -3 | -2 | -3 | -13 | 1 | 0 | -1.2
C=CCC(C(=O)NC(C)c1ccccc1)C(=O)NC(C)c1ccccc1 (stereo unspecified) | -2.3 | -7 | 14 | -1 | -3 | 10 | -2 | -4 | -3 | -1.9
COC(=O)c1cscc1NC(C)=O | -4.1 | 2 | -5 | -2 | -1 | 17 | -9 | 3 | -10 | 0.5
CCCCCCCCOc1ccc(C2CC(=O)NC2=O)cc1 (stereo unspecified) | 0.1 | 1 | -12 | 4 | 0 | 0 | -8 | 3 | -3 | -0.3
CCN(C(=O)COC(=O)C1CCN(S(=O)(=O)c2c(Cl)cccc2Cl)CC1)C1CCCCC1 | 1.3 | 1 | -10 | -2 | -2 | -5 | -4 | 4 | . | -1.6
CC(=O)N1CCc2ccc(S(=O)(=O)N3CCN(C)CC3)cc21 | -1.4 | -2 | 9 | -5 | -1 | 7 | 5 | -1 | -3 | 0.6
CCOC(=O)CSc1ccc(S(=O)(=O)N2CCCC2)cc1[N+](=O)[O-] | 0.8 | 0 | -24 | -4 | -1 | -4 | -1 | 4 | . | 1.5

Sorted by formula weight (low to high): part of the list above
SMILES | OPRM1-OPRD1 ag | Keap1-Nrf2 PPI | HTR5A inv ctr | cardiac RTF act | V-ATPase pH | OPRM1-OPRD1 inv | RTF Ca sens inh | HTR5A ag ctr | CAL-PDZ inh HTS | C-LANA FP
Cc1ccc(/C=N/NC(=O)c2ccccn2)s1 | 0.7 | -9 | -6 | -6 | 0 | -5 | -16 | -1 | -1 | 0.0
Cc1ccsc1/C=C(\C#N)C(=O)NCCCN1CCOCC1 | -0.1 | -3 | -27 | 1 | 0 | 0 | -7 | -5 | 2 | -1.8
O=C(O)/C(=C\c1ccccc1OC(F)F)Sc1nnc(-c2ccc(F)cc2)o1 | -3.3 | 0 | 2 | -6 | -3 | 17 | 7 | -1 | . | 1.1

A second format for some results above:
| compound | OPRM1-OPRD1 ag | Keap1-Nrf2 PPI | HTR5A inv ctr | cardiac RTF act | V-ATPase pH | OPRM1-OPRD1 inv | RTF Ca sens inh | HTR5A ag ctr | CAL-PDZ inh HTS | C-LANA FP |
| --- | --- | --- | --- | --- | --- | --- | --- | --- | --- | --- |
| Cc1ccc(S(=O)(=O)N2CCN(C(=O)c3c(-c4ccccc4)noc3C)CC2)c(C)c1 | 1.0 | 2 | -16 | -1 | -3 | -9 | -9 | 5 | 0 | -0.5 |
| Cc1ccc(C(=O)OCC(=O)NCCc2ccccc2)cc1C | -0.8 | 2 | -12 | -1 | 0 | 3 | -11 | 5 | -3 | 0.8 |
| CCOC(=O)c1sc(=S)sc1SCc1cccc(C(F)(F)F)c1 | -1.9 | -5 | -11 | -4 | -1 | 11 | -25 | -4 | -5 | 3.9 |
| CCN(C(=O)COC(=O)C1CCN(S(=O)(=O)c2c(Cl)cccc2Cl)CC1)C1CCCCC1 | 1.3 | 1 | -10 | -2 | -2 | -5 | -4 | 4 | . | -1.6 |
| CC1CCN(S(=O)(=O)c2cn(CC(=O)Nc3ccc(OC(F)(F)F)cc3)cn2)CC1 | -0.8 | -2 | 0 | 7 | 1 | 4 | 0 | 1 | -4 | 0.4 |
| N#Cc1cn(Cc2ccncc2)c(=O)[nH]c1=O | -0.4 | 6 | -5 | -2 | -2 | 2 | -1 | 11 | -6 | 1.4 |

This is a random part of the collection (roughly 2.8% active in at least one column).
